# MOR-DOR ag: agonists of human mu-delta opioid receptor heterodimerization. hit rate 0.3% among 340,000. cells, OPRM1-OPRD1 heterodimerization, luminescence. AID 504326. activation, % at 9.3 µM; in the data active means activation above about 18%;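 further: 0% = vehicle-treated cells and 100% = reference agonist; values of inactives mirror those of a sister screen read the other way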
# Cardiac RTF inh: cardiac RTF calcium desensitization; IANBD-labeled cardiac RTF, Ca2+ fluorescence; P19429+P45379; AID 493244; hit rate 0.12% among 340,000; inhibition, % at 7.15 µM;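 active means inhibition above the mean inhibition of all tested compounds plus 3 SD, cut at about 17% in these data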;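 further: assay run at fixed EC70 calcium of 1.6 mM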
# MOR-DOR inv ag: mu-delta opioid heterodimer inverse agonism; P35372+P41143; cell-based MOR-DOR heterodimer luminescence; inhibition, % at 9.3 µM; hit rate 0.21% among 340,000; AID 504357; in the data active means inhibition above about 22%, passing the limit was not always enough;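 further: 0% = cells with DMSO and 100% = wells without cells with DMSO; values of inactives mirror those of a sister screen read the other way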
# Keap1-Nrf2 PPI: inhibitors of human Keap1-Nrf2 protein-protein interaction. Q14145. Keap1 Kelch-Nrf2 peptide fluorescence polarization, 1536-well. inhibition, % at 9.4 µM. hit rate 0.15% among 340,000; in the data active means inhibition above about 12%;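 further: human Keap1 Kelch domain with fluorescein labeled Nrf2 9mer peptide probe; 0% = neutral control wells and 100% = peptide positive control; higher means more block of Keap1 binding to Nrf2 peptide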
# Target sequence (Q14145 whole entry, looked up, the tested form may be a part): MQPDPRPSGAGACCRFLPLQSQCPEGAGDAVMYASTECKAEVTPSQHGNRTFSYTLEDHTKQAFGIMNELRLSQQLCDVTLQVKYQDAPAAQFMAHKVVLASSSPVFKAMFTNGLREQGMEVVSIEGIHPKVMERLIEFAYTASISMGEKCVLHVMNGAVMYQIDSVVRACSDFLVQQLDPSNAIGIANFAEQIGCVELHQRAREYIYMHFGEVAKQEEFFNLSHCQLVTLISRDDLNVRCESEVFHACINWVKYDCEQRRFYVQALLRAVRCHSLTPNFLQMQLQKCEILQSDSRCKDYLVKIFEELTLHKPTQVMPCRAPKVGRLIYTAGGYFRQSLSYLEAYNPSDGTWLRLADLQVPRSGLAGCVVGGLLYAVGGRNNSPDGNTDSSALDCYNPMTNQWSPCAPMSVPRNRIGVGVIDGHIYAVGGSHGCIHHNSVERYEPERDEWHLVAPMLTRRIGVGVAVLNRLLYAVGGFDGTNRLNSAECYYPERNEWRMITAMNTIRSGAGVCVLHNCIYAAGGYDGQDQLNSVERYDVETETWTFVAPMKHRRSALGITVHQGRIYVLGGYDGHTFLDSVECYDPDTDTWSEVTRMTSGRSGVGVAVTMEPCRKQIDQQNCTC
# Wnt act: activators of Wnt/beta-catenin signaling. Wnt/beta-catenin reporter cell assay, activator, plate reader. activation, % at 9.35 µM. hit rate 1.2% among 300,000. AID 743398; in the data active means activation above about 30%, passing the limit was not always enough;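 further: 0% = neutral control wells and 100% = positive control wells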
# cardiac RTF act: cardiac RTF calcium sensitization. IANBD-labeled TnC RTF fluorescence at EC20 calcium; 0% EC20 calcium, 100% full calcium. activation, % at 7.2 µM. hit rate 0.24% among 340,000;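 active means activation above the mean over all tested compounds plus 3 SD, cut at about 30% in these data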;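 further: rise in fluorescence read as greater calcium sensitivity of cardiac thin filaments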
# Arr AP2 block: inhibitors of human beta-arrestin and AP2 interaction; FITC-arrestin peptide / GST-AP2 beads, flow cytometry; AP2 beta2 appendage carries R879A mutation; inhibition, % at 10 µM; hit rate 0.31% among 340,000; AID 504490;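 active means inhibition above a set limit, near 3 SD of compounds lacking own fluorescence, cut at about 54% in these data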;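 further: plate controls were DMSO wells for no effect and 5 µM unlabelled arrestin peptide for full effect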
#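 Material – GST-tagged AP2 beta2-adaptin appendage (R879A) on 4 µm glutathione beads · Probe or stimulus – fluorescein-tagged arrestin peptide at 50 nM final · Timing – 12 min plus 1 h, RT · Detection – bead flow cytometry, FITC channel · Read-out basis – inhibition as reduced fluorescein signal on beads, percent · Medium – PBS plus Tween 20 (0.05%) and BSA (0.1%)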
# LANA DNA inh: blocks KSHV LANA C-terminal domain binding to DNA; inhibition, % at 9 µM; AID 504423; hit rate 0.078% among 340,000; MBP-C-LANA/FAM-LBS DNA binding, fluorescence polarization;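 active means highest replicate inhibition at or above 60% at 9 µM, even if other replicates fall short; inactive means all replicates below 60% inhibition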;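 further: 0% = neutral control wells and 100% = 4 µM acridine orange control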
# DSG3 Ab inh: inhibitors of pemphigus antibody binding to human desmoglein-3; P32926; hit rate 0.48% among 310,000; DSG3-coupled beads, scFv-anti-DSG3-GFP binding, flow cytometry; active compounds read low; binding (percent of control), % at 10 µM;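 active means binding more than 3 SD below its plate's average and above zero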;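 further: hits lower antibody fragment binding to DSG3; some compounds called inactive have numbers as strong as hits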
# V-ATPase pH: yeast V-ATPase proton transport regulation by pHLuorin; S. cerevisiae, pHLuorin cytosolic pH fluorescence; response, % at 10 µM; hit rate 0.37% among 350,000; AID 504577; in the data active means response mostly above about 7.3%, no sharp cut-off; inactive means mostly below about 5.4%; further: actives read high; inactives centre near 0; some compounds called inactive have numbers as strong as hits; reference of the scale not given here
# * marks the source's active call; other numbers are inactive results; . = no result given.
SMILES,MOR-DOR ag,Cardiac RTF inh,MOR-DOR inv ag,Keap1-Nrf2 PPI,Wnt act,cardiac RTF act,Arr AP2 block,LANA DNA inh,DSG3 Ab inh,V-ATPase pH
O=C1CN(C(=O)c2ccccc2)C(c2ccccc2)c2cc(F)ccc2N1 (centres undefined),-2.2,-9.1,10.3,-2.2,-0.3,7.2,9.8,1.3,96.0,-1.8
COc1cccc(CCNC(=O)C2CCC(=O)N(Cc3cccc(OC)c3)C2)c1 (centres undefined),-1.6,-1.7,8.2,-2.6,1.8,4.6,10.1,-2.7,105.1,1.4
CCOC(=O)CC(=O)CSc1nc2c(sc(=S)n2-c2ccc(C)c(C)c2)c(=O)[nH]1,-2.4,-2.8,11.2,0.3,0.0,-5.4,28.7,-2.0,102.9,3.2
COC(=O)C1CCN(C(=O)c2ccc(OC3CCN(Cc4ccccn4)CC3)cc2)CC1,-0.5,-15.7,2.5,-6.2,-1.1,7.7,19.0,0.4,95.8,7.7
Cc1ccc(C)c(N2CCN(C(=O)c3ccc(Cn4c(=S)[nH]c5ccc(N6CCOCC6)cc5c4=O)cc3)CC2)c1,-2.3,1.5,10.5,-4.0,3.7,2.6,6.4,-1.3,.,-2.5
O=C(COc1ccc(/C=N/NC(=O)c2ccncc2)cc1)Nc1cccc([N+](=O)[O-])c1,2.3,5.5,-16.0,0.9,2.7,3.2,4.8,1.0,96.2,0.3
Cc1cccc(NS(=O)(=O)c2ccc(C(=O)N3CCC3)cc2)c1C,5.3,-3.9,-33.5,-4.4,-1.9,-4.2,9.2,0.0,97.7,5.9
CC(C)(C)OC(=O)N1CCC2(CC1)C(C#N)=C(N)OC1=C2C(=O)CCC1,-0.6,-8.8,3.1,-7.1,0.4,6.9,-10.5,-0.8,110.5,2.0
COc1ccccc1NS(=O)(=O)c1cccc(C(=O)N/N=C/c2cn(-c3ccccc3)nc2-c2ccccc2)c1,-0.9,5.3,4.8,-0.1,.,1.7,-12.7,-3.0,115.6,-2.6
CCCOc1ccc(-c2nc(C#N)c(N3CCN(CC)CC3)o2)cc1,0.2,1.1,-1.2,-4.7,.,4.5,16.9,0.9,105.6,-0.7
O=C(CNS(=O)(=O)c1cccc(Br)c1)NCCCc1ccccc1,-0.7,-16.0,3.5,-4.3,-3.2,-5.4,6.9,-0.8,109.0,3.3
CCCNC(=O)c1c(CSc2ccc(Cl)cc2)noc1C(=O)NCc1ccccc1,2.9,-12.9,-15.8,-1.0,-2.3,9.5,-9.3,0.9,101.1,0.7
CC(=O)Nc1ccc(OCc2cccc3ccccc23)cc1,-1.8,-7.1,9.4,1.5,-2.3,4.8,-8.7,2.1,119.0,2.3
Cc1cc(C(=O)N/N=C/c2ccc(Br)o2)n[nH]1,-2.2,-9.7,11.2,-3.1,1.1,-0.9,5.0,0.6,100.7,0.3
O=C(/C(=C/c1cccc(Cl)c1)c1nc2ccccc2[nH]1)c1ccccc1,6.9,-25.6,-34.9,-7.0,27.7,10.1,4.9,-1.2,101.9,0.5
CCC(C)(C)NC(=O)C(c1ccc(C)cc1)N(CC1CCCO1)C(=O)CCC(=O)Nc1ccccn1 (centres undefined),-1.0,-12.0,7.8,-0.4,-2.0,-0.6,-14.4,0.0,.,-4.8
O=C(NC1CC1)c1sc2cc([N+](=O)[O-])ccc2c1Cl,-0.2,-5.4,1.0,-6.3,15.0,-0.1,1.3,-0.6,122.3,1.8
COC(=O)CCCC(=O)N1CCC(n2nccc2NC(=O)CCOc2ccccc2)CC1,-1.8,-8.2,9.8,-1.7,6.9,-1.6,-2.5,-0.7,100.5,1.4
Cc1cc2c(cc1C)CSC(c1ccccc1OC(=O)C(C)(C)C)SC2,-2.6,-5.2,11.2,3.2,2.2,-3.8,8.5,0.2,103.9,1.1
O=S(=O)(NCc1ccc(F)cc1)c1ccc(-c2cnc(C3CC3)o2)cc1,0.9,-7.3,-5.1,-4.0,-3.1,-3.0,-7.6,1.0,111.2,-3.7
Cc1ccccc1Nc1c(C)c(C)nc2ncnn12,-0.5,-2.3,2.4,-4.4,-1.8,-10.6,-6.1,-3.6,90.0,-3.0
COCCCN=Cc1c(C)[nH]n(-c2ccc(Br)cc2Br)c1=O,.,.,.,1.2,-2.5,.,-19.8,2.6,108.4,0.7
O=c1c2ccccc2oc2cc(NCCCN3CCOCC3)ccc12,-0.6,-1.5,3.0,0.5,43.7*,-0.3,6.5,-2.8,97.8,-1.8
O=c1[nH]nc(Cc2ccc([N+](=O)[O-])cc2)c2ccccc12,-2.0,3.8,9.6,0.9,-0.1,-7.2,5.7,0.0,89.6,-0.9
CC(C#N)(Cc1ccccc1)Nc1ccccc1 (centres undefined),-1.0,-6.7,5.1,0.2,4.8,2.9,-6.3,-0.4,107.9,3.1
O=[N+]([O-])c1cccc(/C=C/C=N/Nc2nc(N3CCCCC3)nc(N3CCCCC3)n2)c1,-1.8,5.9,9.6,-5.4,0.9,0.4,33.6,-0.9,99.3,1.0
CN(CCO)c1ncnc2c1sc1nc(N3CCOCC3)c3c(c12)CCC3,-2.6,4.7,12.9,-0.6,2.9,3.5,37.4,-1.0,.,3.8
CC1CCc2c(sc3nc(CSc4n[nH]c(N)n4)[nH]c(=O)c23)C1 (centres undefined),-1.3,-5.7,7.4,-9.0,.,6.6,-13.9,-2.8,128.1,-1.3
CC1(C)CC(=O)C(C=NCCN2CCN(CC(=O)Nc3ccccc3)CC2)=C(O)C1,-2.9,-9.0,14.8,-0.6,.,2.5,18.9,2.0,109.5,2.7
COc1ccc(CCN2CC(C(=O)OC(C)C(=O)Nc3cccc(Cl)c3)CC2=O)cc1OC (centres undefined),-3.0,0.8,11.7,-4.2,-1.8,5.7,4.0,0.8,94.9,-0.8
COC(=O)c1ccccc1NC(=O)CSc1nnc(COc2cccc(OC)c2)n1C,0.3,-12.4,-1.6,2.1,1.3,6.0,-0.7,2.0,.,-1.7
Cc1c(OCC(=O)NCC2CCC(C(=O)O)CC2)ccc2c3c(c(=O)oc12)CCC3 (centres undefined),-0.5,1.9,2.3,-3.5,6.7,6.2,-1.4,0.5,.,1.3
CS(=O)(=O)N1CCc2cc(S(=O)(=O)N3CCCCC3)ccc21,0.1,-11.7,-0.8,1.7,-0.8,-1.7,11.7,-1.1,97.2,-1.4
NC(=O)C1CCN(C(=O)CC2(CC(=O)O)CCCCC2)CC1,1.0,-11.2,-5.1,-3.9,-1.1,10.6,15.3,-1.7,101.7,5.8
O=C(NNS(=O)(=O)c1ccccc1Cl)C1COc2ccccc2O1 (centres undefined),-1.3,0.3,5.6,-5.4,-1.5,1.2,-4.2,-0.7,101.0,-6.0
CCOP(=O)(NC(c1ccccc1)c1nc2ccccc2[nH]c1=O)OCC (centres undefined),-3.1,-2.1,14.4,-1.9,1.2,-2.4,-4.2,-2.1,115.4,2.5
COc1ccccc1NC(=O)NCCC1=CCCCC1,-3.1,-2.4,14.4,-2.3,-0.4,2.8,-7.2,-0.6,90.5,-0.4
Cc1cccc(CNC(=O)C2CCC(=O)N(Cc3ccccc3F)C2)n1 (centres undefined),-3.5,2.0,18.1,1.3,-2.8,-4.1,-0.1,0.1,95.9,-6.7
c1ccc(CNc2nc3ccccc3n3cnnc23)nc1,-2.2,-1.5,11.3,3.7,-0.8,0.6,21.8,1.6,96.4,8.1
Clc1ccc(OCc2nc(-c3ccc(Br)o3)no2)cc1,3.5,-1.8,-19.2,1.0,2.1,-3.3,14.9,0.1,103.3,2.9

# One compound at a time (already shown). Order of values: MOR-DOR ag | Cardiac RTF inh | MOR-DOR inv ag | Keap1-Nrf2 PPI | Wnt act | cardiac RTF act | Arr AP2 block | LANA DNA inh | DSG3 Ab inh | V-ATPase pH
# `O=S(=O)(NCc1ccc(F)cc1)c1ccc(-c2cnc(C3CC3)o2)cc1` as listed: 0.9 | -7.3 | -5.1 | -4.0 | -3.1 | -3.0 | -7.6 | 1.0 | 111.2 | -3.7
# `Cc1cccc(NS(=O)(=O)c2ccc(C(=O)N3CCC3)cc2)c1C` as listed: 5.3 | -3.9 | -33.5 | -4.4 | -1.9 | -4.2 | 9.2 | 0.0 | 97.7 | 5.9

# (next part)
SMILES,MOR-DOR ag,Cardiac RTF inh,MOR-DOR inv ag,Keap1-Nrf2 PPI,Wnt act,cardiac RTF act,Arr AP2 block,LANA DNA inh,DSG3 Ab inh,V-ATPase pH
O=C(O)c1ccc(/C=C/c2ccc3cccc(O)c3n2)cc1,-3.0,-3.1,15.3,-4.7,16.7,1.1,10.1,1.1,108.0,1.8
Cc1cc(-c2ccc(C)c(S(=O)(=O)NCc3ccc(Br)cc3)c2)on1,3.1,-4.7,-15.7,-0.7,-4.3,-2.5,-14.1,-1.0,99.3,-2.3
CC1(C)Cc2ccccc2C(/C(C#N)=N/O)=N1,-0.4,-0.2,2.3,-2.4,1.5,4.3,10.9,1.6,103.4,0.5
COc1ccc(-n2c(Cc3cccn3C)nnc2SCC(=O)Nc2cccc(Cl)c2)cc1,-1.1,-4.3,5.3,-2.4,3.3,2.6,-6.7,-2.2,111.4,3.0
O=C(Nc1ccccc1C(=O)NCc1ccco1)c1ccccc1,-2.8,1.3,11.6,4.0,.,-1.0,-1.0,0.6,104.1,0.3
CC(C)CN1CCN(Cc2cccn2-c2ccc(Cl)cn2)CC1CCO (centres undefined),-0.8,-5.5,4.0,-6.3,0.4,15.5,-12.5,3.5,113.7,7.6
COc1ccccc1-c1cc(C(F)(F)F)nc(N2CCN(c3ccc(F)cc3)CC2)n1,-2.5,14.1,14.3,0.4,4.7,0.6,-0.2,1.3,100.6,-1.3
CCc1ccc2oc(-c3cccc(NC(=O)c4cccnc4)c3)nc2c1,0.0,-3.3,0.1,-0.7,.,-7.8,-51.6,-1.0,109.2,-1.8
Cc1ccccc1N1CCN(Cc2c[nH]c3ccccc23)CC1,4.7,-1.3,-26.8,-5.6,-0.8,7.4,8.7,-1.3,109.4,0.7
Nc1c(C(=O)c2ccccc2)sc2nsc(SCCN3CCOCC3)c12,.,.,.,.,40.1*,.,0.7,.,98.1,-0.2
COc1ccc(CNC(=O)c2ccccc2SCC(=O)NCc2ccco2)cc1,0.7,-3.0,-2.6,-3.9,-1.5,3.9,-7.2,-0.7,.,-2.3
Cc1cc(C)c(NC(=O)CSc2nc3ccc(NC(=O)CSc4nnnn4Cc4ccccc4)cc3s2)c(C)c1,2.9,-4.9,-14.6,3.0,-7.3,5.9,8.2,-2.1,92.6,2.0
C#CNC(=O)C1(CC=C)CCNCC1,-0.3,-17.4,1.8,-1.4,-2.6,1.3,-7.4,1.3,99.7,-1.4
CC(=O)c1ccc(Cc2cnc(N)s2)cc1,1.2,-3.5,-5.3,2.0,.,-1.9,-9.4,0.3,110.5,-1.5
O=C(c1ccccc1F)N1CCN(c2ccc([N+](=O)[O-])c3ncccc23)CC1,-0.7,0.5,3.6,-1.0,-4.8,2.1,-0.3,0.5,104.6,2.6
Cc1oc(-c2ccc(Cl)cc2)nc1CS(=O)CC(=O)NC1CCCCCC1 (centres undefined),-0.9,5.2,4.6,1.4,-1.2,0.9,2.8,-1.5,105.2,-8.6
Cc1nc(CNS(=O)(=O)c2ccc3c(c2)CCCC3)cs1,0.1,-11.2,-0.9,0.3,-0.9,1.8,26.0,0.9,97.5,-4.1
